# Screens deposited in PubChem by Sanford-Burnham Center for Chemical Genomics.
# 697 NFkB inh = inhibitors of the PMA/ionomycin-induced NF-kB reporter in 697 B cells; 697 B-cell NF-kB luciferase reporter, 16 h; inhibition, % at 4 µM; 330,000 compounds, 0.33% hits; AID 435022; in the data active = inhibition above about 35%
# EBI2 block = antagonists of human EBI2 receptor; EBI2 beta-arrestin recruitment, luminescence, 7a,25-OHC stimulated; inhibition, % at 5 µM; 360,000 compounds, 0.81% hits; AID 651636; in the data active = inhibition above about 38%;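 note: enzyme fragment complementation signal reports receptor beta-arrestin coupling in cells; 0% = agonist plus DMSO wells and 100% = wells without agonist; some results beyond the cut were filed as inactive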
# Apaf1 inhib = blocks human Apaf-1 apoptosome activity; reconstituted apoptosome caspase-3 activity, DEVD-Rh110 fluorescence; AID 489030; O14727; 330,000 compounds, 0.71% hits; inhibition, % at 20 µM; active = inhibition of at least 40% at 20 µM;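 note: plate controls were DMSO wells for no effect and DEVD-CHO caspase inhibitor wells for full effect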
#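 Material: reconstituted apoptosome with Apaf-1, cytochrome c, caspase-9, procaspase-3, dATP / Buffer or medium: pH 7.5 Hepes buffer with CHAPS, BSA, DTT / Also added: cytochrome c with DEVD-Rh110 / Schedule: compound with Apaf-1, dATP, procaspase-3 30 min, then 50 min reaction, room temperature / Technique: rhodamine 110 fluorescence at Ex 480/Em 540 nm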
# UBC13 polyUb = human UBC13 polyubiquitination inhibition; 330,000 compounds, 0.47% hits; UBC13 polyubiquitin chain formation, TR-FRET; inhibition, % at 20 µM; P61088; in the data active = inhibition above about 45%, passing the limit was not always enough
# Target sequence (P61088 whole entry, looked up): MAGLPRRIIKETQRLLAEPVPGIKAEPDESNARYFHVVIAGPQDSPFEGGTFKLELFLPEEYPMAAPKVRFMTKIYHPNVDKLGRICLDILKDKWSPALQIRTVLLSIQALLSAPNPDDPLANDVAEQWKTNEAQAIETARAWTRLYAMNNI
# Gli-Sufu antag = blocks Gli-Sufu signaling in a luciferase reporter. 340,000 compounds, 0.74% hits. Sufu-KO-LIGHT fibroblasts, Gli luciferase reporter luminescence. inhibition, % at 5 µM. AID 588413;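 active = inhibition above about 55%, limit read from the data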;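 note: 0% = DMSO-treated cells and 100% = wells with medium but no cells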
# Jurkat NFkB inh = lowers PMA/ionomycin-induced NF-kB signal in Jurkat cells. 330,000 compounds, 0.53% hits. PMA/ionomycin-induced NF-kB luciferase reporter, luminescence. inhibition, % at 4 µM. AID 435003
# CCR6 antagonist = CCR6 (human) receptor antagonism; P51684; CHO-K1 CCR6 PathHunter beta-arrestin, luminescence, CCL20-stimulated; inhibition, % at 20 µM; 340,000 compounds, 0.49% hits; AID 493098;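 active = compounds whose inhibition of the agonist-driven luminescence signal at 20 µM reaches about 50%, limit read from the data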;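 note: cells stimulated with CCL20 at 14 nM final; plate controls were DMSO with CCL20 for no effect and DMSO without agonist for full effect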
# Target sequence (P51684 whole entry, looked up): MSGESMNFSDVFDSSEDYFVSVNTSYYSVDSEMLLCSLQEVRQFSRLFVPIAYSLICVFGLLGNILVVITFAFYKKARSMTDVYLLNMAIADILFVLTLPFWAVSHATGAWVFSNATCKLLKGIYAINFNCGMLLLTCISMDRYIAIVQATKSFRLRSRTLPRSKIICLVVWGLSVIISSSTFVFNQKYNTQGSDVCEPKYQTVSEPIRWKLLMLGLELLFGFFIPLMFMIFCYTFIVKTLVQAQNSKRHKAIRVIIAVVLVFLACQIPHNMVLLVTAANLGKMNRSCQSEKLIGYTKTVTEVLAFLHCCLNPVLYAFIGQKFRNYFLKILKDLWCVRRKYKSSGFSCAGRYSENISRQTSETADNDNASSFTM
# SENP8 inh = inhibitors of human SENP8 protease. Q96LD8. purified SENP8, Z-RLRGG-aminoluciferin cleavage, luminescence. inhibition, % at 10 µM. 330,000 compounds, 1.2% hits
# Target sequence (Q96LD8 whole entry, looked up): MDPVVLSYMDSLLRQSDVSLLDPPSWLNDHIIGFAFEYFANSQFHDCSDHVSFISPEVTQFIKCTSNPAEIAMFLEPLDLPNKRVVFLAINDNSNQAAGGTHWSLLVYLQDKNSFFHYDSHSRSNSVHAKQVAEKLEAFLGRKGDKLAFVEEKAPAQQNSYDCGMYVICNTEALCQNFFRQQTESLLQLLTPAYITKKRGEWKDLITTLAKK
# Starred values were filed as active, the others as inactive; & = joins results of further samples. Cut-off read from the data, not from the text of the source, unless noted: active = inhibition above about 50%; inactive = the rest. This is a subset; rates above refer to the full screens.
# Each structure is followed by: SENP8 inh	697 NFkB inh	Gli-Sufu antag	EBI2 block	Jurkat NFkB inh	UBC13 polyUb	CCR6 antagonist	Apaf1 inhib
COCC1CCN(Cc2cn[nH]c2-c2ccc(OC)c(F)c2)C1 (stereo not given)
    -10	-11	2	-12	-1	-10	12	9
Cc1ccc2oc(C(=O)Nc3nnc(CC(C)C)s3)c(C)c2c1
    -12	-17	-19	1	-9	2	5	9
CC1CN(C(=O)CCc2ccccc2)C(C)CN1C(=O)CCc1ccccc1 (stereo not given)
    2	14	9	27	-1	-3	10	8
Cc1ccc(C)c(OCC(=O)N2CCN(C(=O)c3ccco3)CC2)c1
    1	-42	11	7	34	-6	-3	-15
CS(=O)(=O)c1cccc(NC(=O)C2CC2)c1
    -4	24	-2	-2	4	8	8	-8
N#C/C(=C/c1ccc([N+](=O)[O-])cc1)C(N)=O
    3	16	-6	-5	10	-11	-4	-7
O=C(Nc1ccc2c(c1)OCCO2)c1cnc2n(c1=O)CCS2
    8	-110	-63	-6	-113	-13	3	9
COc1cc2c(cc1OC)C(COc1ccc(F)cc1)NCC2 (stereo not given)
    -9	-12	-1	-1	2	-2	10	15
CC(=O)c1ccc(S(=O)(=O)N2CCN(C(=O)CCC3CCCC3)CC2)cc1
    -5	-13	2	-1	-2	-4	13	4
Nc1nc2c(ncn2C2C[C@H](O)[C@@H](CO)O2)c(=O)[nH]1 (stereo not given in full)
    3	-17	0	-3	-5	0	12	-11
CCOC(=O)c1nc(Nc2ccc(C(=O)OC)cc2)c2ccccc2n1
    -13	-16	18	-4	-12	-4	14	13
COc1cc(NC(=O)c2c(OC)cccc2OC)ccc1NC(=O)c1cc2ccccc2o1
    -17	-57	-45	15	-63	2	1	3
C[C@H]1CCC[C@]2(CC(=O)c3cc(F)ccc3O2)C1
    -2	28	-4	7	3	9	10	4
O=C1NC(=Nc2cccc(O)c2)S/C1=C\c1cccc([N+](=O)[O-])c1
    -27	5	4	42	2	-15	12	11
COc1ccc(-c2[nH]ncc2CN(C)C(C)c2cccs2)c(F)c1 (stereo not given)
    5	-3	14	-5	3	1	0	-1
CN(C)C(=O)CSc1nnc(-c2ccc(S(=O)(=O)N3CCCC3)cc2)n1C
    4	-7	-16	-4	-1	1	7	3
Cc1noc(C)c1NC(=O)Nc1cccc2c1O[C@H](CN(C)C(=O)Nc1ccc(C(F)(F)F)cc1)[C@@H](C)CN([C@H](C)CO)C2=O
    8	6	-3	3	2	-2	4	12
O=C(NCCc1cccc(F)c1)C1CCC(=O)N(CCCc2ccccc2)C1 (stereo not given)
    1	4	-3	7	-3	5	9	11
Cc1noc(C(=O)Nc2c(C)nn(Cc3ccccc3)c2C)c1Cl
    9	-4	-1	0	9	0	4	4
CC(=O)Nc1ccc(NC(=O)C(C)OC(=O)C2(c3ccc(Cl)cc3)CCCC2)cc1 (stereo not given)
    1	-1	12	-4	-1	-1	17	10

# Three structures already listed, sorted by formula weight, ascending.
# Each structure is followed by: SENP8 inh	697 NFkB inh	Gli-Sufu antag	EBI2 block	Jurkat NFkB inh	UBC13 polyUb	CCR6 antagonist	Apaf1 inhib
COc1cc2c(cc1OC)C(COc1ccc(F)cc1)NCC2 (stereo not given)
    -9	-12	-1	-1	2	-2	10	15
O=C1NC(=Nc2cccc(O)c2)S/C1=C\c1cccc([N+](=O)[O-])c1
    -27	5	4	42	2	-15	12	11
CN(C)C(=O)CSc1nnc(-c2ccc(S(=O)(=O)N3CCCC3)cc2)n1C
    4	-7	-16	-4	-1	1	7	3

# (cont.)
# Each structure is followed by: SENP8 inh	697 NFkB inh	Gli-Sufu antag	EBI2 block	Jurkat NFkB inh	UBC13 polyUb	CCR6 antagonist	Apaf1 inhib
Cc1nnc(SCC(=O)Nc2ccc(C(N)=O)cc2)n1-c1ccccc1
    -4	-10	-16	-6	2	2	-1	-6
Cc1nn(CC2CC2)c(=O)n1-c1ccccc1
    5	22	5	-2	12	2	-1	-15
O=C1CC(N2CCN(Cc3ccccc3)CC2)C(=O)N1CCc1ccccc1 (stereo not given)
    -1	9	4	-5	5	3	4	-21
COc1ccc(S(=O)(=O)N2CCN(CC(=O)Nc3cc(OC)cc(OC)c3)CC2)cc1
    5	16	5	29	-6	4	1	-19
CCCCC(=O)NC(c1ccc(OC)c(OC)c1)c1c(O)ccc2ccccc12 (stereo not given)
    -12	-6	5	0	-2	0	10	4
Cc1nn(Cc2ccccc2Cl)c(C)c1NC(=O)Cn1nc([N+](=O)[O-])c(Cl)c1C
    -7	23	1	1	11	9	15	-14
COc1ccc(CCNC(=O)C(C)c2ccc([N+](=O)[O-])cc2)cc1 (stereo not given)
    4	9	32	14	0	8	5	-7
COc1ccc(NC(=O)C2CCN(S(C)(=O)=O)CC2)cc1
    -5	-7	7	1	5	3	-11	-14
CC(c1nnc(SCC(=O)N(C)C2CCS(=O)(=O)C2)n1-c1ccccc1)N(C)C (stereo not given)
    -4	-9	0	-9	-4	-8	7	1
Nc1ccccc1C(O)(Cc1ccccc1)c1ccccc1 (stereo not given)
    -3	-3	-3	0	-23	2	-4	8
CC(C)C(CO)NC(=O)CC(=O)NC(CO)C(C)C (stereo not given)
    5	13	-5	-11	4	7	20	-1
C=CCN1CC(C(=O)N2CCC(Cc3ccc(Cl)cc3)(C(=O)OCC)CC2)CC1=O (stereo not given)
    1	-2	3	1	1	22	8	3
CCn1ncc(Br)c1C(=O)Nc1nccs1
    -6	-16	1	1	-9	-11	2	-8
O=C(Nc1nccs1)c1cc(-c2ccccc2)nc2ccccc12
    0	1	11	-11	6	1	-1	12
CCCCCc1ccc(OCCC[n+]2ccccc2)c(CCCCC)c1
    -2	60*	83*	12	63*	30	8	66*
O=C(O)c1c2c(nc3ccccc13)/C(=C/c1ccc(OC(F)F)cc1)CCC2
    -5	-47	-22	1	-2	-7	2	9
Cc1ccc(CN2C(=O)C(CC(C)C)Nc3ncnc(N4CCOCC4)c32)cc1 (stereo not given)
    1	0	5	-18&-17	-9	10	7	8
CCCNC(=O)Cn1c(=O)oc2ccccc21
    4	14	0	2	3	-4	9	0
O=C(COc1cccc2c1CCN(Cc1ccc(Br)cc1)C2=O)N1CCOCC1
    1	6	-6	-3	14	10	8	-5
Cc1ccc(SCCC(=O)NC(C)C)cc1
    1	6	-1	-2	8	0	6	-12
O=C1CSc2ccc(C(=O)NCCC3=CCCCC3)cc2N1
    -11	-46	-24	5	-33	-5	5	4
CO/N=C/c1ccc(N2CCN(C(=O)c3cccc(Cl)c3)CC2)c([N+](=O)[O-])c1
    -2	12	3	6	6	-3	-12	21
CCn1c(Cc2ccccc2)nnc1SCC(=O)Nc1nc2ccccc2s1
    -1	10	-1	-4	14	0	-5	-5
NC(=O)Oc1cccc(OC(N)=O)c1
    1	-6	3	-9	12	-9	3	0
COc1cccc(CN2CC(C(=O)N(C)CCCC3CCCC3)CCC2=O)c1 (stereo not given)
    9	-12	15	23	6	4	20	8
O=C(CN1CCCCC1)N1CCCc2c1c(=O)oc1ccc(OCc3ccccc3)cc21
    -6	-12	13	17	-16	6	23	35
CN(CC(=O)Nc1ccccc1Br)C(=O)c1cc(Cl)nc2ccccc12
    -6	11	-1	2	-21	3	3	-1
CC(=O)c1ccc(NC(=O)COC(=O)c2ccccc2Nc2ccccc2)cc1
    -1	-6	-14	0	3	7	14	8
Cc1cc(C)nc(NS(=O)(=O)c2ccc(NC(=O)CSc3ncn[nH]3)cc2)n1
    -3	2	-1	3	1	1	-4	1
O=C(NCc1ccccc1)C1CCCN(c2nc3ccsc3c(=O)s2)C1 (stereo not given)
    -7	-4	4	10	-8	-1	13	-7
CCn1c(COc2cccc(C)c2)nnc1SCC(=O)CC(=O)Nc1ccccc1OC
    -10	-4	-5	-8	8	-16	4	21
O=C(CSc1n[nH]c(=O)n1C1CC1)NCc1ccccc1Cl
    4	19	-1	-9	8	0	-4	-12
CSCCC(NS(=O)(=O)c1ccc(C)c(C(=O)O)c1)C(=O)O (stereo not given)
    7	24	-21	-7	4	-4	-2	-12
CCOC(=O)C1CCCN(Cc2cn(C)nc2-c2ccc3c(c2)OCCO3)C1 (stereo not given)
    7	11	8	-5	8	0	14	1
Cc1cccc(C(=O)Nc2scc(-c3ccc(Br)cc3)c2C(=O)O)c1
    72*	-11	-1	-3	2	18	-5	-4
Cc1cnc(=O)[nH]c1SCc1ccc([N+](=O)[O-])cc1
    -7	-12	-6	-5	5	0	3	-1
CC1Sc2ccc(S(=O)(=O)CCC(=O)N3CCc4ccccc43)cc2NC1=O (stereo not given)
    -4	1	-3	0	0	4	9	-5
CN(C)c1ccc(/C=N/NC(=O)C2CC2c2ccccc2)cc1 (stereo not given)
    -8	-10	-3	9	-14	3	4	3
CCCc1nn(-c2ccccc2)c2c1C(c1cccs1)C(C#N)=C(N)O2 (stereo not given)
    -5	-37	-11	53*	-28	-16	-2	23
NC(=O)CSc1nc2ccccc2c(=O)n1Cc1ccco1
    3	7	1	2	-6	6	1	11
CCC(=O)Nc1c(S(=O)(=O)c2ccc(C)cc2)c2nc3ccccc3nc2n1C(C)c1ccccc1 (stereo not given)
    2	-14	6	8	5	-6	9	44*
COc1cccc(NC(=O)CN(C)C(=O)CC(C)c2ccccc2)c1 (stereo not given)
    1	-13	-14	8	5	-5	13	1
CCc1cc(=O)oc2cc(C)cc(OCC(=O)NCCCN3CCOCC3)c12
    -4	-5	-8	11	-8	5	18	0
CC(C)(C)c1nnc2sc(SCC(=O)c3ccccc3)nn2c1=O
    6	-25	-10	0	-26	-4	12	1
CCCCN(C(=O)c1cccc(-c2ccc(OC(C)=O)cc2)c1)c1c(N)n(CCC)c(=O)[nH]c1=O
    5	-17	-8	0	-1	-5	11	2
O=C(COC(=O)Cc1ccc(Br)cc1)NCc1ccc2c(c1)OCO2
    -6	5	-6	4	28	2	6	13
Cc1ccccc1N=C1NC(=O)CS1
    3	15	-18	3	12	-3	14	1
CCN(CC)CCNC(=O)c1ccc(NC(=O)c2ccc3c(c2)CCC3)cc1
    -16	6	0	2	-34	8	14	10
Cc1ccc(C)c(NC(=O)c2cnccn2)c1
    1	10	-15	-2	2	-2	-2	-2
CCCCc1nc(SCC(=O)Nc2nnc(CCCC)s2)n[nH]1
    -4	2	0	-3	7	0	16	3
COc1cc(/C=C2\SC(=S)N(NC(=O)c3cccc(O)c3)C2=O)ccc1O
    8	1	6	13	-8	-103	56*	16
CSCCC(C(=O)N(C)CC(=O)Nc1cccc(F)c1)N1C(=O)c2ccccc2C1=O (stereo not given)
    -8	30	-14	1	4	-2	10	1
CCCOc1ccc(NC(=O)CC2C(=O)N(C)C(=S)N2Cc2ccc3c(c2)OCO3)cc1 (stereo not given)
    6	10	0	-3	9	10	-10	17
COc1cccc(/C=C/C(=O)OCC(=O)NCC2CCCO2)c1OC (stereo not given)
    2	8	-5	-12	-3	-2	-19	-12
O=C(CCC1N=C2c3ccccc3N=C(SCc3ccccc3Cl)N2C1=O)NCc1ccco1 (stereo not given)
    0	15	7	-11	-2	7	4	23
Cc1nn(Cc2ccccc2Cl)c2sc(C(=O)Nc3ccccc3N3CCOCC3)cc12
    -3	12	12	32	18	2	2	-2
COc1ccc(NC(=S)N(CCCN2CCOCC2)Cc2ccccn2)cc1
    -8	-10	3	17	5	16	-2	-11
O=C(O)c1cccc(NC(=O)c2ccc3c(c2)C(=O)N(Cc2ccco2)C3=O)c1
    84*	2	1	-6	-2	-3	12	16
Cc1nn(Cc2cccc(C(=O)N3CCCC(C)C3)c2)c(C)c1[N+](=O)[O-] (stereo not given)
    -14	-30	6	-5	6	-13	3	-7
CC(C)(C)c1nc(SCC(=O)N2CC(=O)Nc3ccccc32)c2ccccc2n1
    3	-1	5	15	-3	2	5	18
COc1ccc(N(CC(=O)Nc2ccc3c(c2)OCO3)S(=O)(=O)c2ccc(C)cc2)cc1OC
    -1	-1	3	12	6	1	11	4
